# Screens from PubChem BioAssay.
# MCL1 BIM primary – MCL1-BIM-BH3 interaction inhibition (human); inhibition, % at 10.9 µM; Q07820; 320,000 compounds, 0.68% hits; GST-MCL1 / FITC-Bim-BH3 fluorescence polarization;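 active = inhibition above the mean inhibition of all tested compounds plus 3 SD, set per campaign, cut at about 40% in these data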;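 note: 0% = DMSO wells and 100% = unlabeled Bim-BH3 peptide control; higher means more loss of mP so more displacement of Bim peptide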
# Efflux pump inh – antifungal efflux pump inhibition, Nile Red retention | S. cerevisiae Candida pump triplex | inhibition, % at 10 µM | 330,000 compounds, 0.44% hits | AID 485275;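 active = plate passing quality check with inhibition over a set limit, or well fluorescence over plate mean plus 4 SD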;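 note: Nile Red retained in pooled yeast measured as flow cytometry median fluorescence; 0% = buffer negative control and 100% = Enniatin B positive control; higher means more Nile Red kept so more efflux inhibition; some compounds called inactive have numbers as strong as hits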
# Fam108B inh – Fam108B inhibition, counter-screen for RBBP9 inhibitors. recombinant Fam108B, FP-Rh probe fluorescence polarization. inhibition, % at 9.51 µM. 300,000 compounds, 0.33% hits. AID 1947;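 active = inhibition above the screen mean inhibition plus 3 SD, computed separately per campaign, cut at about 18% in these data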;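 note: inhibitors lower polarization as less probe binds the enzyme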
# Yeast superoxide – caloric restriction mimetics inhibiting age-related superoxide in yeast. S. cerevisiae aged cells, superoxide DHE fluorescence; hits give low values. superoxide response (% of plate mean), % at 10 µM. 330,000 compounds, 0.18% hits;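 active = superoxide response under a set limit, about three screen SD below normal, cut at about 65% in these data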;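 note: yeast aged for seven days with compound at 30 °C before DHE staining; 100% = average MFI of all compound-treated wells on the plate with controls excluded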
# ZTA DNA inh – blocks Epstein-Barr virus ZTA, an EBNA-1 counter-screen | 320,000 compounds, 0.15% hits | inhibition, % at 11 µM | AID 2234 | ZTA-DNA binding, fluorescence polarization; in the data active = inhibition above about 33%
# Target sequence (P03206 whole entry, looked up): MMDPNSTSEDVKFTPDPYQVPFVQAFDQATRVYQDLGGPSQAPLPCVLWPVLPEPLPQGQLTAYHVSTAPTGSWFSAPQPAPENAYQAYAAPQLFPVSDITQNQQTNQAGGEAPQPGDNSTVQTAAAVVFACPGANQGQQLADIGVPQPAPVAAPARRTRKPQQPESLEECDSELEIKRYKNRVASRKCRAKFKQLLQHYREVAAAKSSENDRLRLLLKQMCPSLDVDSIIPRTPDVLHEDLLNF
# MEX-5 binding – C. elegans MEX-5 TCR-2 RNA binding activity; MEX-5/FITC-TCR2 RNA binding, fluorescence polarization; hits give low values; Q9XUB2; 300,000 compounds, 0.38% hits; activity score (negative = inhibition of binding), % at 10 µM;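 active = inhibition past about -25% in most replicates, and total fluorescence under double the plate's negative control median, limit read from the data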;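 note: 0% = DMSO and -100% = 5 µM competing unlabeled TCR2 RNA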
# GLD-1 TGE inh – GLD-1-TGE RNA interaction inhibition (C. elegans) | Q17339 | purified GLD-1 + fluorescein TGE RNA, fluorescence polarization | inhibition, % at 5.96 µM | 320,000 compounds, 0.44% hits | AID 2280;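 active = percent inhibition above a per-plate cutoff, the plate mean of test compounds plus 3 SD, cut at about 30% in these data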;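 note: 0% = DMSO wells with GLD-1 and probe and 100% = wells lacking GLD-1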
# Target sequence (Q17339 whole entry, looked up): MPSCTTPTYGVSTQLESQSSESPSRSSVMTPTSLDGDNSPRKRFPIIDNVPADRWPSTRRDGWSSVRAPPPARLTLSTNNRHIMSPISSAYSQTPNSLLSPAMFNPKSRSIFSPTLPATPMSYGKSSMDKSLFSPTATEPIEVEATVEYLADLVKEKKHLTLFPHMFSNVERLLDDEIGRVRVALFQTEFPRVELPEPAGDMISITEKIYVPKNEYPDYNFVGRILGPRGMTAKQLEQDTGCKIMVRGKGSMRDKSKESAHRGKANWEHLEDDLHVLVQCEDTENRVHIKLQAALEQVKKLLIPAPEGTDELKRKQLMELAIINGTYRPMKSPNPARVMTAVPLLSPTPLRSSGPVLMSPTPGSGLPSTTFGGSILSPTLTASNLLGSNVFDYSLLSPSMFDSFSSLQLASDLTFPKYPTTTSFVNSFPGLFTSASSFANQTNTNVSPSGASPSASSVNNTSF
# EBNA-1 inh – blocks EBNA-1 binding to DNA; EBNA-1 DNA binding, fluorescence polarization; 300,000 compounds, 0.34% hits; inhibition, % at 14.8 µM; in the data active = inhibition above about 28%
# Bcl-xL primary – inhibitors of human Bcl-xL; inhibition, % at 10.9 µM; 320,000 compounds, 0.7% hits; GST-Bcl-xL / FITC-Bim BH3 peptide fluorescence polarization;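 active = inhibition above the mean of all tested compounds plus 3 SD, cutoff set per campaign, cut at about 30% in these data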;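 note: 0% = DMSO wells and 100% = unlabeled Bim-BH3 peptide competitor; inhibitors lower millipolarization by displacing the labeled peptide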
# Target sequence (Q07817 whole entry, looked up): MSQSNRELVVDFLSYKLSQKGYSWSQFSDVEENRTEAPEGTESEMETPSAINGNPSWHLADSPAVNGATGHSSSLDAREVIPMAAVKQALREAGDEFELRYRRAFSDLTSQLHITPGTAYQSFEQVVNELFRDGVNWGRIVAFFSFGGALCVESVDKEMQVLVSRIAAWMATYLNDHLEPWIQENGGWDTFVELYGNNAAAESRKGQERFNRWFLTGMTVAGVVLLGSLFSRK
# Active calls of the source: *; . = no result given.
SMILES,MCL1 BIM primary,Efflux pump inh,Fam108B inh,Yeast superoxide,ZTA DNA inh,MEX-5 binding,GLD-1 TGE inh,EBNA-1 inh,Bcl-xL primary
Cc1c(C(c2ccc([N+](=O)[O-])cc2)c2c(C)n(C)n(-c3ccccc3)c2=O)c(=O)n(-c2ccccc2)n1C,0,-0.1,-6,117,-6,1.5,1,-1,10
COc1cccc(OC)c1C(=O)NC(=O)NNc1cc(C(F)(F)F)cc(C)n1,10,-0.1,-2,112,1,-8.0,0,2,0
COc1ccc2cc(-c3cc(C(=O)OCC(=O)NC4CCS(=O)(=O)C4)c4ccccc4n3)ccc2c1 (stereo not drawn),-39,0.6,-4,104,17,4.0,-8,22,-3
CC(C)(C)c1ccc(-c2nc3[nH]c(=O)cc(NC(=O)c4ccco4)n3n2)cc1,4,0.3,-1,113,15,-0.7,6,4,7
O=C(CCCC1=NS(=O)(=O)c2ccccc2N1)N1CCN(c2ccc([N+](=O)[O-])cc2)CC1,4,0.1,-5,87,-14,0.7,-3,-3,-5
O=C(CN1C(=O)COc2ccccc21)N1CCc2ccccc2C1,15,0.0,3,95,-14,-0.4,0,0,7
Cc1ccc(C)c(NC(=S)N2CCC(NC(=O)c3ccccc3)CC2)c1,15,0.8,1,92,19,-0.7,-1,-10,11
O=S(=O)(c1cccc(S(=O)(=O)N2CCCC2)c1)c1cccc(S(=O)(=O)N2CCCC2)c1,4,-0.1,1,78,4,1.7,8,9,8
Clc1ccsc1-c1ccnc(-n2cccc2)n1,6,-0.2,-2,101,-17,1.3,7,-11,6
CCn1c(CCCOc2ccc(Cl)cc2Cl)nnc1SCC(=O)Nc1cc(F)ccc1C,-8,0.1,1,102,-2,0.7,7,2,0
O=C(NCc1ccccc1)Nc1cccc2ccccc12,-7,0.3,-2,83,-2,-3.6,6,-8,-3
COCCn1c(Cc2ccccc2)nnc1SCC(=O)NC(C)C,0,-0.1,-1,101,19,2.0,3,87*,3
CCCCN(C(=O)CSc1nnnn1C)c1c(N)n(Cc2ccccc2)c(=O)[nH]c1=O,0,0.0,-1,99,13,-4.3,1,9,0
CC1(C(=O)OCc2cc(=O)n3cc(Br)ccc3n2)CC1(Cl)Cl (stereo not drawn),11,0.8,3,98,3,1.2,2,-15,-1
CCO[C@H]1OC(C(=O)NC2CC2)=C[C@@H](c2ccc3c(c2)OCO3)[C@@H]1CCCO,5,.,6,.,8,-1.1,7,-24,3
O=C(O)c1nc(-c2ccccc2)n(-c2ccc(Cl)cc2)n1,4,0.0,2,79,-8,.,1,-5,-3
COCCNC(=O)NC(=O)CSc1nc(C)c(C)c(C)n1,1,-0.1,0,99,-24,-0.2,5,6,0
CC(C)N1CCN(Cc2cccn2-c2ccccn2)CC1CCO (stereo not drawn),5,0.0,2,96,1,0.3,-2,1,8
CC(C)CCC1=NN(C(=O)c2ccco2)C(O)(C(F)(F)F)C1 (stereo not drawn),-7,-0.1,-1,77,9,-1.8,0,7,6
CC(=O)Nc1ccc(S(=O)(=O)N2CCC(C(=O)NCc3ccncc3)CC2)cc1,3,0.0,-3,106,9,-1.2,3,-7,6
Cc1ccc(C(=O)N/C(=C\c2ccc([N+](=O)[O-])cc2)C(=O)NCCc2ccccc2)cc1,-5,-0.2,-2,87,-3,-0.4,-10,7,-4
Cc1cc(C)c2c(=O)[nH]c(SCC(=O)Nc3ccccc3)nc2n1,3,0.0,1,96,8,-0.6,9,12,2
CCOC(=O)c1ccc(NC(=O)Nc2ccc(F)cc2)cc1,-2,-0.2,-11,126,7,-3.3,2,2,2
CCC(=O)Nc1cccc(NC(=S)NC(=O)c2cccc(C)c2)c1,12,0.1,2,99,-4,-4.4,-6,1,5

# Filtered by structure: the entries above containing fluorine.
SMILES,MCL1 BIM primary,Efflux pump inh,Fam108B inh,Yeast superoxide,ZTA DNA inh,MEX-5 binding,GLD-1 TGE inh,EBNA-1 inh,Bcl-xL primary
COc1cccc(OC)c1C(=O)NC(=O)NNc1cc(C(F)(F)F)cc(C)n1,10,-0.1,-2,112,1,-8.0,0,2,0
CCn1c(CCCOc2ccc(Cl)cc2Cl)nnc1SCC(=O)Nc1cc(F)ccc1C,-8,0.1,1,102,-2,0.7,7,2,0
CC(C)CCC1=NN(C(=O)c2ccco2)C(O)(C(F)(F)F)C1 (stereo not drawn),-7,-0.1,-1,77,9,-1.8,0,7,6
CCOC(=O)c1ccc(NC(=O)Nc2ccc(F)cc2)cc1,-2,-0.2,-11,126,7,-3.3,2,2,2

# (more compounds)
SMILES,MCL1 BIM primary,Efflux pump inh,Fam108B inh,Yeast superoxide,ZTA DNA inh,MEX-5 binding,GLD-1 TGE inh,EBNA-1 inh,Bcl-xL primary
CC1CCCC(C)N1/N=C/c1ccccc1Br (stereo not drawn),-15,0.5,-1,160,-3,2.7,4,-18,-5
O=C(O)CC(NC(=O)Cc1ccc([N+](=O)[O-])cc1)c1ccc2c(c1)OCO2 (stereo not drawn),7,-0.1,-2,95,10,-3.8,-3,4,9
Cc1cccc(C(=O)N2CCN=C2SCc2ccc([N+](=O)[O-])cc2)c1,2,0.0,2,98,4,-2.0,-9,-6,-1
COc1ccc(OCC(=O)N/N=c2\oc3c(OC)cccc3cc2C(N)=O)cc1,1,-1.2,5,107,12,.,4,6,8
O=C(CCCn1c(=O)[nH]c2cc(Cl)ccc2c1=O)NCC1CCCO1 (stereo not drawn),5,0.1,5,87,8,0.3,11,6,7
CNC(=O)c1cc(C(=O)c2ccc(Cl)cc2)c(Br)[nH]1,10,-0.3,-1,96,1,1.7,5,2,8
Cc1ccc(NC(=O)c2cc(N3C(=O)CCC3=O)ccc2N2CCOCC2)cc1,-4,0.0,5,112,-3,2.9,-1,-8,-2
CCc1ccccc1NC(=O)CCC(=O)c1cccs1,-18,0.0,0,99,18,-0.8,-1,2,-5
CC(OC(=O)Cn1cnc2ccccc2c1=O)C(=O)NCc1ccccc1 (stereo not drawn),2,0.0,-2,101,-1,-1.7,5,-11,5
O=S(=O)(Nc1ccon1)c1ccc(F)c(F)c1,8,0.0,2,102,-3,2.0,4,-10,2
COc1ccc(C(=O)N/N=C2\CCS(=O)(=O)c3ccc(F)cc32)cc1OC,2,0.0,3,88,5,-0.2,2,4,-3
Fc1ccc(C2c3[nH]c4ccccc4c3CCN2Cc2ccoc2)cc1 (stereo not drawn),-4,0.5,-4,129,3,0.8,-2,6,-2
Cc1ccccc1CN1CCN(c2ccc(S(=O)(=O)N3CCCC3)cn2)CC1,-4,-0.3,.,104,-4,.,6,.,0
COC(=O)CCCn1c(C)cc(C(=O)CCl)c1C,0,-0.1,0,102,-9,2.1,6,6,1
CCOC(=O)c1[nH]c(=O)c2ccccc2c1O,5,-0.1,3,131,-6,-0.9,4,1,0
Cc1cc(Cl)nc(-n2nc(C)cc2C)n1,6,-0.1,0,107,7,1.6,6,-7,5
Cc1ccc(CSc2nnc(CC(=O)Nc3ccc(C)cc3)n2C)cc1,-23,0.0,8,83,3,-2.6,3,5,-25
Cc1onc(-c2c(F)cccc2Cl)c1C(=O)NCCc1ccncc1,-3,0.1,-2,99,-8,-2.2,-1,-1,2
CN(c1ccc(C(=O)Nc2ccc3c(c2)n(C)c(=O)n3C)cc1)S(C)(=O)=O,7,-0.1,-1,112,5,-2.9,5,-5,7
CC(C)[C@H](NC(N)=O)C(=O)NNC(=O)COc1cccc(C(F)(F)F)c1,-13,0.2,-1,94,4,-3.0,-4,0,-11
CCOC(=O)c1cnn2c(N)c(C#N)nnc12,7,0.1,-2,85,-14,-1.0,-6,2,6
CCN(CC(=O)Nc1c(F)cccc1F)C(=O)c1ccc2c(c1)S(=O)(=O)N=C1CCCCCN12,0,0.0,6,107,-13,-1.0,11,-3,4
O=C(NCCN1CCOCC1)c1ccc(NC(=O)C2COc3ccccc3O2)cc1 (stereo not drawn),-2,-0.1,4,92,-8,0.1,5,-6,4
CCCCn1c(N)c(N(CCOC)C(=O)CSc2nnc(-c3ccncc3)n2CCC)c(=O)[nH]c1=O,-20,-0.1,0,103,8,-1.4,-1,14,-11
Cc1ccc(C(=O)N/C(=C\c2cccnc2)c2nc3ccccc3[nH]2)cc1,-3,0.1,-1,110,-1,0.0,4,14,5
Cc1ccc(NC(=O)c2cc(S(=O)(=O)N3CCOCC3)ccc2F)c(C)c1,3,-0.1,-1,84,-5,1.1,4,0,1
O=C(CSc1nncs1)NC(=O)Nc1ccc2c(c1)OCCO2,-8,0.1,3,98,3,0.7,-9,-8,-7
C=CCC(NCc1ccccc1)c1ccc(Cl)cc1 (stereo not drawn),-2,-0.1,0,109,-35,1.1,-5,-16,5
CCOc1ccc(N(CC(=O)Nc2ccc(OC)cc2)C2=NC3CS(=O)(=O)CC3S2)cc1 (stereo not drawn),9,0.1,-1,99,-3,-0.9,1,9,0
O=C(COc1coc(CN2CCc3ccccc32)cc1=O)Nc1cccc(F)c1,5,0.0,-4,97,8,1.7,11,2,4
Cc1ccc(S(=O)(=O)c2cn(C)c3cc(N4CCOCC4)c(F)cc3c2=O)cc1,5,-0.2,6,82,0,0.1,3,13,4
COc1ccc(OCC(=O)N2CCc3c([nH]c4ccccc34)C2c2ccccn2)cc1 (stereo not drawn),1,0.3,-1,93,-2,-1.1,4,6,1
CN(CC(=O)Nc1ccccc1Cl)C(=O)C1CSC2(C)CCC(=O)N12 (stereo not drawn),7,0.5,.,101,3,.,-7,.,-1
Cc1cc(N2CCN(c3ccccc3F)CC2)nc2cc(O)ccc12,7,0.0,5,104,5,1.6,0,-9,2
COc1ccc(CNC(=O)CCn2c(C)csc2=O)cc1,-2,0.1,.,90,-6,.,-1,.,4
Cc1c(NC(=O)CSc2nc3ccccc3[nH]2)c(=O)n(-c2ccccc2)n1C,0,0.0,-3,92,5,-0.3,2,4,0
COc1ccc(NC(=O)c2cccc(Cn3cc(Br)c([N+](=O)[O-])n3)c2)c(C)c1,-15,0.0,-5,78,12,1.6,-7,12,-8
Cc1c(C)n(C)c2ccc(C(=O)NCCCN3CCCCC3)cc12,6,0.2,-1,84,-13,0.9,-3,-6,5
O=C(Nn1cnnc1)c1ccc([N+](=O)[O-])cc1Cl,2,-0.1,1,103,10,-1.0,3,15,3
Cc1noc(C)c1COC(=O)CCc1nc2ccccc2c(=O)[nH]1,-3,0.0,-1,106,2,1.4,2,0,0
Cc1cccc(NC(=O)Nc2ccccn2)c1C,7,0.0,6,89,6,3.0,4,15,1
CCN(CCO)c1nc(N2CCCCC2)c2cnn(C)c2n1,-3,0.1,1,80,2,0.0,8,-3,3
COc1ccc(-c2cn[nH]c2-c2ccc(O)cc2O)cc1,-4,-0.3,2,114,-5,-0.1,3,-2,1
O=C(Nc1ccc2c(c1)OCCO2)c1ccc(S(=O)(=O)N2CCCCC2)cc1,5,-0.1,3,95,7,0.9,13,-6,2
CCn1cc(C(=O)OCC(=O)c2cc(C)n(-c3ccccc3F)c2C)c(=O)c2ccc(C)nc21,3,0.5,3,89,-5,-0.8,14,-8,12
CC(=O)c1cc(C(=O)Nc2ccccc2C(=O)O)oc1C,13,-0.1,-2,106,-6,1.4,2,2,9
CN(C)/C=N/c1sc2c(c1C(N)=O)CCCC2,-4,0.1,1,97,-2,-0.3,-3,-7,4
O=C(O)CCN1C(=O)c2ccc(NC(=O)C(c3ccccc3)c3ccccc3)cc2C1=O,2,-0.1,0,104,0,.,-4,7,6
CSc1ncccc1C(=O)OCc1ccc(C#N)cc1,3,0.0,3,118,8,0.3,-4,6,6
CC(C)(C)OC(=O)NCCc1nnc(SCC(N)=O)o1,7,0.2,0,95,-12,-0.9,8,-3,5
O=C1C=C(Nc2ccccc2)CC(c2ccccc2)C1 (stereo not drawn),0,0.1,2,107,0,-0.9,-11,-25,-1
